# PERK inhibitor: block of dimerizer-induced PERK translation repression, primary screen, PERK inhibitor project, CHO PERK-DD cells, SEAP luminescence, HTS. CHO PERK-DD fusion, SEAP luminescence translation reporter. inhibition, % at 5.6 µM. 220,000 compounds, 0.17% hits. AID 1416, 2008;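 active = inhibition above the mean inhibition of all tested compounds plus 3 SD, set separately per screening campaign, cut at about 2.9% in these data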;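 note: PERK kinase domain activated by AP20187 dimerizer at 100 nM; 0% = DMSO with dimerizer and 100% = rapamycin at 8.4 µM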
# BaF3 parental: parental Ba/F3 cell viability inhibition, counter-screen for JAK2V617F inhibitor project, murine pro-B, CellTiter-Glo luminescence | CellTiter-Glo ATP luminescence | inhibition, % at 5.6 µM | 220,000 compounds, 1.1% hits | AID 1486, 2009;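 active = inhibition above a per-campaign cutoff, the mean inhibition of all tested compounds plus 3 SD, cut at about 27% in these data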;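 note: 0% = DMSO wells and 100% = JAK Inhibitor I control wells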
# S1P4 antagonist: S1P4 receptor antagonists, primary screen, cell-based; 220,000 compounds, 0.26% hits; inhibition, % at 4.98 µM; Sphingosine 1-phosphate receptor 4 (Homo sapiens), O95977; S1P4-expressing cells, antagonist mode, reporter read-out; in the data active = inhibition above about 29%;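 note: 0% = wells stimulated with agonist and 100% = vehicle wells without agonist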
# Wee1 stabilizer: Wee1 degradation inhibitors, primary screen, cell-based, HeLa, Wee1K328M-luciferase, luminescence; AID 1321, 2008; HeLa Luc-Wee1K328M stability; 100% = proteasome inhibitor MG132 effect; reporter increase, % at 5 µM; 220,000 compounds, 1.2% hits;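 active = activation above the mean of all tested compounds plus 3 SD, set per screening run, cut at about 8.8% in these data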;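 note: cells exposed to compound for 20 h before luminescence read; 0% = DMSO alone and 100% = MG132 at 30 µM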
# MDM2 E3 inh: MDM2-luciferase reporter signal enhancers, primary screen, MDM2 E3 ligase inhibitor project, cell-based, luminescence, 1536-well; AID 1230, 2008; signal enhancement, % at 5 µM; E3 ubiquitin-protein ligase Mdm2 (Homo sapiens), Q00987; 210,000 compounds, 0.11% hits; cell-based MDM2 ubiquitination luciferase reporter, 2 h; 0 = plate control, 100 = twice control, blank-subtracted;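 active = signal enhancement of 30% or more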;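 note: luminescence tracks abundance of the self-degrading MDM2-luciferase fusion protein; higher signal means inhibition of MDM2 E3 ligase activity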
#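 Assay system: mammalian cells stably expressing self-ubiquitinating, self-degrading MDM2 E3–luciferase fusion. Quantity: 2000 cells in each well. Medium: DMEM culture medium. Compound dosing: single-point 5 µM. Timing: cell settling 4 h, compound treatment 2 h, both 37 °C. Technique: luciferase luminescence. Read-out basis: percent signal gain over controls, blank-subtracted. Benchmarks: plate controls and plate blanks.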
# S1P4 agonist: S1P4 receptor agonists, primary screen, cell-based | S1P4-expressing cell line, agonist reporter assay | activation, % at 4.98 µM | 220,000 compounds, 0.35% hits; in the data active = activation above about 11%;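 note: 0% = DMSO vehicle and 100% = reference agonist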
# NPY2 pot ag: NPY-Y2 potentiators or agonists, primary screen, cell-based; Neuropeptide Y receptor type 2 (Homo sapiens), P49146; cells expressing NPY-Y2, potentiator/agonist read-out; activation, % at 3.6 µM; 220,000 compounds, 0.45% hits; AID 1359, 2008; in the data active = activation above about 27%;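 note: cells stimulated with NPY near EC25 plus isoproterenol at EC100; 0% = vehicle plus submaximal agonist and 100% = vehicle plus saturating agonist; some results beyond the cut were filed as inactive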
# eIF4E 4G PPI: eIF4E–eIF4G protein interaction inhibitors, primary screen, biochemical, uHTS, TR-FRET, eIF4GI fragment; Eukaryotic translation initiation factor 4E (Mus musculus) + Eukaryotic translation …; TR-FRET eIF4E-eIF4GI(517-606) binding, 2 h; inhibition, % at 21.7 µM; 220,000 compounds, 0.37% hits;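 active = inhibition above about 30%, limit read from the data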;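 note: 0% = full FRET control wells and 100% = background wells lacking eIF4GI fragment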
# Target sequence (P63073 whole entry, looked up, the tested form may be a part): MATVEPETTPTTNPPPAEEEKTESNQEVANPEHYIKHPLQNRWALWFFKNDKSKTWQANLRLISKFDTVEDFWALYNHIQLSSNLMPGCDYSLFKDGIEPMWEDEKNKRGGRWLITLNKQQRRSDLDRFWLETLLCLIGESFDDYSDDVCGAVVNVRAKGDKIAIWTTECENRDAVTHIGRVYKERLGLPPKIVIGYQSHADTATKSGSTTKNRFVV
# Target sequence (Q04637 whole entry, looked up, the tested form may be a part): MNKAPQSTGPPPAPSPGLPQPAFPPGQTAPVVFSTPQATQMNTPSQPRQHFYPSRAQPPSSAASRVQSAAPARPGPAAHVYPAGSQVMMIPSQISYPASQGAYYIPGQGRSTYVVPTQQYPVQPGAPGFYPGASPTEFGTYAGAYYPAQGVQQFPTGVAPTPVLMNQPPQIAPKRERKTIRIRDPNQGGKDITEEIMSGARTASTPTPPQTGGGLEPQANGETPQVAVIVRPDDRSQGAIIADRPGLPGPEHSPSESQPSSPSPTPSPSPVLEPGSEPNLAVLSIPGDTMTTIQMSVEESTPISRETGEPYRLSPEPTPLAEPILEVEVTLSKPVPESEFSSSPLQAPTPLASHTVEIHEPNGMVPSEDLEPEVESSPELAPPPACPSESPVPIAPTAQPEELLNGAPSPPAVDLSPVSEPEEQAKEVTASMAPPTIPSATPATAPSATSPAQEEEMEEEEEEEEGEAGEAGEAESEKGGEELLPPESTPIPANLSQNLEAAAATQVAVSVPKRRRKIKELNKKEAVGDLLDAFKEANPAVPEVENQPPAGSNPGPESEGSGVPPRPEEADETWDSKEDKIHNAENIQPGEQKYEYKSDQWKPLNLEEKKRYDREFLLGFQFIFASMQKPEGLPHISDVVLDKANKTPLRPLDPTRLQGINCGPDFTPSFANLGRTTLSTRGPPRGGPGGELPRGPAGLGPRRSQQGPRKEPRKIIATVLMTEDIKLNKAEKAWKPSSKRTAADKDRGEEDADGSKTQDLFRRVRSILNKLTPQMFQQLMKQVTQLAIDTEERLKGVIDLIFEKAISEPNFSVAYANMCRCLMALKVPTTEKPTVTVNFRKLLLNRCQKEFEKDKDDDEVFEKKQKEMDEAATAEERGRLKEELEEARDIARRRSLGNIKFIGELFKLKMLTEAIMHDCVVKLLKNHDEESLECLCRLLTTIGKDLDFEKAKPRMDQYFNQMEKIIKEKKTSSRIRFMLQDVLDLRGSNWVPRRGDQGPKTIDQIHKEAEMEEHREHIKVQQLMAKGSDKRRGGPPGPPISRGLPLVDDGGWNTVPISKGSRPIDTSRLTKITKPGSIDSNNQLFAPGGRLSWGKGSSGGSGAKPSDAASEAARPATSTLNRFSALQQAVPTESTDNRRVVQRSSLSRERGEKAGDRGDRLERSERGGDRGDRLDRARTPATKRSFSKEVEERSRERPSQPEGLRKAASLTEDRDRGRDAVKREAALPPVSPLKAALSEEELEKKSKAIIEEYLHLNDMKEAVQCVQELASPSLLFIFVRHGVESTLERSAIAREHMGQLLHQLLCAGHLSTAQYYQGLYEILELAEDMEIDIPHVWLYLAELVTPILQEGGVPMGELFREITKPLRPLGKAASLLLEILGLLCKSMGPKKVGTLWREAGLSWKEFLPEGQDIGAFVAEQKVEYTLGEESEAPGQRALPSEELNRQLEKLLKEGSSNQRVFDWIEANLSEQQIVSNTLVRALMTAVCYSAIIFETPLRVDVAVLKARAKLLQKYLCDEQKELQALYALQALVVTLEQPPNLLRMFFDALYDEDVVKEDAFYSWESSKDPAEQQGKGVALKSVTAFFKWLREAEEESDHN
# Ba/F3 V617F tox: reduced viability of JAK2V617F-dependent Ba/F3 cells, primary screen, JAK2V617F inhibitor project, cell-based, Ba/F3 EpoR-JAK2V617F, luminescence; AID 1446, 2008; inhibition, % at 5.6 µM; 220,000 compounds, 1.1% hits; ATP luminescence;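 active = inhibition above the campaign mean plus 3 SD over all tested compounds, cut at about 24% in these data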;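 note: cytokine-independent growth of Ba/F3 cells driven by EpoR plus mutant JAK2; 0% = DMSO-treated cells and 100% = JAK inhibitor I control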
# * hit, by the source's call; / = no result given; [ ] = another dose, or the depositor's remark.
# Second line of a record: PERK inhibitor	BaF3 parental	S1P4 antagonist	Wee1 stabilizer	MDM2 E3 inh	S1P4 agonist	NPY2 pot ag	eIF4E 4G PPI	Ba/F3 V617F tox
1: CCc1nc2cc(Cl)c(Cl)cc2nc1CC
 : 1.4	-3.1	-4.7	-0.6	-7.9	0.2	8.5	-2.3	-1.1
2: Cc1ccc(NC(=O)NC2=NN(c3ccccc3)C(=O)/C2=C2/CCCN2C)cc1
 : -0.1	0.7	2.9	-2.0	-4.7	0.7	-6.2	0.3	-2.4
3: COCCN(Cc1cc2cc3c(cc2nc1Cl)OCO3)C(C)=O
 : 0.6	7.4	4.4	-3.0	27.8	1.4	2.4	3.3	0.5
4: CN(c1ccccc1)S(=O)(=O)c1ccc(Cl)c(C(=O)NCCc2c[nH]c3ccccc23)c1
 : -1.3	6.5	0.1	1.6	-3.9	0.7	15.0	0.5	5.9
5: CC(C)c1[nH]nc2c1C1(CCN(Cc3ccccc3)CC1)C(C#N)=C(N)O2
 : 0.6	10.6	-25.1	-2.2	-4.0	-1.0	-2.8	-0.5	3.0
6: Cc1nnc(SCC(=O)NC(C)(C)C)n1NCc1c(F)cccc1Cl
 : -0.5	5.2	-16.4	4.7	/	0.1	-10.9	1.8	2.3
7: Clc1ccc2nc(N3CCCCC3)sc2c1
 : 0.5	2.9	-19.2	10.7*	-19.3	0.9	0.9	1.4	-0.7
8: O=C(NCc1ccco1)c1ccc(COCC(F)(F)C(F)F)cc1
 : -1.1	2.7	-0.5	-1.2	9.0	0.5	-7.5	1.7	-2.0
9: O=C(Nc1ccccc1N1CCOCC1)c1ccc(Cl)c(S(=O)(=O)NCc2ccco2)c1
 : 0.5	3.2	-20.4	-4.1	0.3	1.5	-7.4	4.9	1.9
10: CC(C)NC(=O)C1CCN(Cc2cnn(-c3ccccc3)c2-n2cccc2)CC1
 : -1.6	3.2	-7.0	-0.6	-4.1	-0.8	-7.2	8.0	-1.8
11: COc1cc(/C=C2/C(=N)N3C=CSC3=NC2=O)ccc1OCCCOc1cc(C)ccc1C
 : 0.0	-0.8	-2.0	-4.2	-6.7	-0.2	-0.1	-25.4[fluorescence artefact?]	-2.7
12: CC1CN(CC(=O)Nc2cc(S(=O)(=O)N3CCCC3)ccc2Cl)CC(C)O1 (centres undefined)
 : 0.7	6.4	-12.0	0.2	3.0	2.9	-1.4	-1.9	3.7
13: COc1cc(/C=N\NC(=O)c2c(C)nc3cc(C)ccn23)ccc1O
 : -0.7	2.3	0.3	0.9	-8.0	0.0	-2.6	-5.0	2.6
14: CCOC(=O)N1CCN(C(=O)CN(Cc2ccccc2)S(=O)(=O)c2ccc(OC)c(C)c2)CC1
 : -2.2	3.2	-21.2	0.6	18.3	1.5	1.8	4.9	3.5
15: N#Cc1cccc(N=Cc2c(O)ccc3ccccc23)c1
 : 0.4	1.3	-31.6	8.6	9.1	-0.2	-1.6	20.0	-3.8
16: CC12CCC(c3n[nH]c(=S)nc31)C2(C)C (centres undefined)
 : 0.1	10.8	0.4	-2.1	-2.6	0.9	-11.5	-6.6	8.1
17: CCc1nc(Sc2nnnn2-c2ccccc2)c2c3c(sc2n1)CCCC3
 : 0.6	-1.8	-0.3	1.1	-6.4	0.5	7.9	-0.5	-3.0
18: CCC1COC(c2cccn2Cc2ccccc2Cl)=N1 (centres undefined)
 : -1.1	3.0	-16.1	-0.2	-9.7	1.9	4.8	-2.0	2.8
19: OC1(c2cccnc2)CCN(Cc2nnnn2Cc2ccccc2)CC1
 : 0.7	6.0	0.2	-1.7	20.2	52.8*	-4.7	0.3	2.3
20: O=C1CC(Cc2ccccc2)C(=O)N1c1ncccn1 (centres undefined)
 : 0.8	7.7	1.9	5.9	/	-0.1	-16.2	2.8	3.5
21: Cc1cc2nnc(SCC(=O)Nc3cccc(S(=O)(=O)N4CCOCC4)c3)n2c2ccccc12
 : 1.1	5.2	-13.8	2.5	-6.2	-2.1	-0.1	-4.4	2.3
22: COc1ccc(-c2nc(NC(=O)Cn3cnnn3)sc2C)cc1
 : 0.5	4.0	3.3	-0.2	-5.1	1.7	17.7	-1.7	-1.1
23: COC(=O)c1sc(Nc2ccccc2)nc1C
 : 0.5	0.2	7.5	6.4	-10.8	0.8	15.7	4.2	0.5
24: Cc1csc2nc(CSc3ccc(Cl)cc3)cn12
 : 0.1	6.6	0.2	0.7	-22.1	0.6	4.7	2.7	-0.2
25: CN(C)NC(=S)Nc1ccc(Cl)cc1
 : 0.8	1.1	7.6	3.0	-46.0	-4.6	-5.8	-5.4	-4.7
26: O=C(NCc1ccco1)C1CN(S(=O)(=O)c2ccccc2)CCN1S(=O)(=O)c1ccccc1 (centres undefined)
 : -0.5	6.1	-16.9	-0.3	-9.9	-0.6	-2.2	4.6	-2.8
27: Cc1ccc(-c2cc(C(=O)N3CCCc4ccccc43)no2)cc1
 : -0.9	3.9	-2.9	4.0	-19.6	1.6	-15.1	0.2	0.3
28: Cc1ccccc1NC(=O)CSc1nc2c(c(-c3ccco3)c1C#N)CCCC2
 : 0.3	1.1	-1.1	1.6	-9.5	1.8	-7.0	-34.2[fluorescence artefact?]	-2.4
29: CC/C(C)=C1\SC(N2CCN(C(C)=O)CC2)=NC1=O
 : -0.5	-2.9	-4.1	-1.8	-13.9	1.8	23.6	10.5	-2.4
30: Cc1ccc(S(=O)(=O)NN2C(=O)c3ccccc3NC2(C)C)cc1
 : -0.1	2.6	-9.9	-1.6	-5.2	0.2	-3.6	5.8	-1.3
31: COCC(=O)Nc1nnc(C2CCCCC2)s1
 : 1.1	3.3	-3.1	-1.9	-20.9	-0.5	-5.3	-0.8[fluorescence artefact?]	-3.5
32: CCC(=O)Nc1cccc(NC(=O)CSc2nnc(-c3ccc(NS(C)(=O)=O)cc3)n2CC)c1
 : 0.6	5.2	-7.0	-0.7	-20.2	1.5	6.4	0.4	1.1
33: CCOc1ccc(N2C(=O)/C(=C/c3cc(OC)c(OC)c(OC)c3)N(CC(=O)OC)C2=S)cc1
 : -0.8	4.8	-1.4	-2.1	-6.6	-2.8	-5.2	1.0[fluorescence artefact?]	1.5
34: Cc1ccc(NC(=O)c2c(-c3ccccc3)noc2C)nc1
 : 0.5	2.0	-6.8	1.5	-6.9	-3.4	6.5	0.5	-6.0
35: Cc1nc(N2CCCCC2)c2c(C)c(C(=O)Nc3ccccc3C(F)(F)F)sc2n1
 : 1.0	3.4	3.4	5.2	-5.0	-0.8	-37.2	0.0	-0.8
36: CC(C)[C@H](NC(N)=O)C(=O)NNC(=O)COc1cccc(C(F)(F)F)c1
 : 0.4	-5.0	-5.1	-1.9	/	0.9	-9.7	-6.7	3.9
37: COc1ccc(C(=O)NCCCCCC(=O)N/N=C/c2ccco2)cc1OC
 : 0.2	1.2	-4.0	1.6	3.4	-0.6	6.7	3.4	-2.1
38: Cc1nn(-c2ccccc2)c(C)c1/C=N/N1CCN(c2ccccc2)CC1
 : 0.4	-0.2	-5.6	1.0	7.0	-1.1	-4.4	-0.2	-3.4
39: Cc1ccc(C)c(N2CCN(C(=O)CCCCn3c(=O)[nH]c4ccccc4c3=O)CC2)c1
 : -0.3	-1.8	-10.2	0.1	-15.4	0.7	13.9	-1.8	-1.4
40: O=C(/C=C/c1ccc(O)c(O)c1)c1ccc(S(=O)(=O)N2CCCCCC2)cc1
 : 0.2	14.7	6.6	1.4	2.4	-0.4	0.8	10.4	44.3*
41: O=S(=O)(c1ccc(F)cc1)N1CCCN(c2nccc(C(F)(F)F)n2)CC1
 : 0.5	-1.8	-3.2	9.5*	-4.6	0.4	-11.5	-7.2	4.7
42: COc1ccccc1-n1c(SCC(=O)c2ccc(O)cc2O)nc2cc([N+](=O)[O-])ccc21
 : 0.6	4.3	-3.0	-0.1	6.2	-0.3	5.3	16.1[fluorescence artefact?]	-3.1
43: Cc1ccc(CCCOC(=O)C[N+]2(C)CCCC2)cc1
 : 0.9	6.7	-7.3	-1.2	4.8	-0.6	0.4	5.1	3.2
44: CCOc1ccc(C(=O)NN2C(=S)NC(C)(C)C=C2C)cc1
 : 0.7	-5.5	5.5	-2.7	-6.2	0.7	3.6	5.1	-2.9
45: Cc1c(NC(=O)C(C)OC(=O)c2cccnc2)c(=O)n(-c2ccccc2)n1C (centres undefined)
 : 1.3	1.0	7.4	1.7	12.2	1.4	7.9	8.5	-4.8
46: CC1CCc2onc(C(=O)O)c2C1 (centres undefined)
 : 1.0	9.8	1.2	8.1	6.2	-0.4	-14.0	-4.4	-1.4
47: CCc1cccc(CC)c1NC(=O)COC(=O)CC1c2ccccc2CCN1S(=O)(=O)c1ccc(F)cc1 (centres undefined)
 : -1.1	-0.3	-13.9	1.2	-11.2	-2.2	-1.6	0.2	-3.4
48: COC(=O)c1cc(NC(=O)CN2CCOCC2)cc(C(=O)OC)c1
 : 0.4	5.4	-1.9	-0.5	-19.6	-0.3	3.3	0.6	3.9
49: Cc1ccc(/C=C2/NC(=O)N(Cc3ccccc3)C2=O)o1
 : 0.2	-1.4	8.1	-3.1	4.8	-0.2	-5.1	11.8[fluorescence artefact?]	-3.6
50: O=C(CCC(=O)OCC(=O)c1ccccc1)NC1CCCCC1
 : 0.8	3.1	0.6	4.4	-17.6	0.1	19.6	2.6	-0.6
51: CC1(C)C2CCC1(C)C(Nc1ccccc1)C2 (centres undefined)
 : 1.6	2.0	-3.4	3.6	-18.9	-1.1	-0.9	-0.3	-5.6
52: O=C(Nc1ccccc1F)N1CCCC1c1cccnc1 (centres undefined)
 : 0.0	-4.2	-4.3	-0.1	-4.3	-0.6	6.2	0.8	-1.8
53: CCS(=O)(=O)c1nc2ccccc2n1Cc1ccccn1
 : 0.4	1.9	11.6	5.1	-6.6	0.4	14.1	-2.3	-0.1
54: CN(c1nc(-c2ccccc2)cs1)C1CCS(=O)(=O)C1 (centres undefined)
 : 0.6	3.2	-14.9	0.1	-6.3	0.1	-56.4	4.6	-0.8
55: COc1ccc(C(CC(=O)c2ccccc2)S(=O)(=O)c2ccccc2)cc1 (centres undefined)
 : 0.6	-0.7	9.0	-1.2	-15.1	3.5	1.9	7.2	-6.8
56: COc1ccc(NC(=S)N2CCNC(=O)C2CC(=O)Nc2cccc(Cl)c2C)cc1 (centres undefined)
 : -0.4	7.9	-9.4	-1.4	-19.4	0.6	15.9	-3.7	4.7
57: CC(=O)c1cccc(NC(=S)NC(=O)c2ccc(C)cc2Cl)c1
 : 0.0	0.7	5.5	1.6	-3.6	-0.5	6.5	-1.0	-0.3

# From PubChem BioAssay
